Screening data deposited in PubChem BioAssay by NCI.
NCI-60 one-dose screen, 48 h, at 10 µM unless noted. Numbers give growth in % (100 = growth as untreated, 0 = no growth, -100 = all killed).
UACC-257 – UACC-257 melanoma; 78,000 tested, 4.4% active; AID 1794764
SK-MEL-2 – SK-MEL-2 melanoma; 77,000 tested, 4.7% active; AID 1794763
MDA-MB-435 – MDA-MB-435 melanoma. 82,000 tested, 7.8% active
SK-MEL-5 – SK-MEL-5 melanoma | 80,000 tested, 6.4% active
SK-MEL-28 – SK-MEL-28 melanoma. 81,000 tested, 4.1% active. AID 1794761
LOX IMVI – LOX IMVI melanoma; 79,000 tested, 7.4% active
MALME-3M – MALME-3M melanoma; 78,000 tested, 5.8% active
UACC-62 – UACC-62 melanoma. 81,000 tested, 5.4% active
* hit, by the source's call; / = not tested or not shown; & = joins results of further samples; [ ] = dose if it differs, or a comment. The calls were made as follows: active = growth percent below 10; inactive = the rest.

SMILES	UACC-257	SK-MEL-2	MDA-MB-435	SK-MEL-5	SK-MEL-28	LOX IMVI	MALME-3M	UACC-62
CC1(C)CC=C(NNC(=O)c2cccnc2)C(=O)C1	110	/	103	106	114	95	85	98
NC(=O)c1cc(I)ccc1NC(=O)/C=C/c1ccccc1Cl	66	75	-32*	3.3*	38	51	68	38
O=C(Cn1cc(COc2ncnc3sc4c(c23)CCCC4)nn1)Nc1cccnc1	97	101	98	/	106	73	109	86
Cc1ccc(C)n1Cc1ccc(Cl)cc1	98	97	110	102	109	97	102	112
COc1cc(/C=C2\Oc3cc(OCCN4CCC(Cc5ccccc5)CC4)ccc3C2=O)cc(OC)c1	86	122	94	75	94	85	88	73
Cn1ccnc1C(=O)/C=C/c1ccc(C(=O)Nc2ccc(Cl)cc2)cc1	52	82	24	32	62	-85*	52	17
O=S1(=O)CCN(Cc2cccnc2)CC1	92	105	94	95	108	102	102	108
CCN(CC)CCN[C@@H](c1ccccc1)[C@H](O)c1ccccc1	90	109	104	109	103	106	122	101
Cc1nc(C#N)c(NCc2ccccc2O)o1	108	114	104	101	105	102	109	92
O=C(N/N=C/c1ccc(Sc2ncccn2)o1)c1cccc(F)c1	97	100	83	103	106	98	106	95
C/C=C/C(=O)OC1CCCC1	105	110	102	100	110	98	99	110
c1ccc2cc(Cn3c(-c4cccc5ccccc45)[n+](Cc4ccc5ccccc5c4)c4c5ccccc5c5ccccc5c43)ccc2c1	-67*	-73*	-84*	-98*	-61*	-84*	-83*	-75*
CCC(=O)O[C@]1(C(C)=O)CC[C@H]2[C@@H]3CCC4=CC(=O)CC[C@]4(C)[C@H]3CC[C@@]21C	101	105	105	94	107	103	91	83
Cn1ccc2cc(NC(=O)c3ccnnc3)ccc21	104	98	99	104	107	104	116	95
CCCC1OC(c2cc3c(cc2Cl)OCO3)OCC1CC (configuration not stated)	101	100	108	106	112	95	121	90
O=C1OCC2=C1C(c1cccc([N+](=O)[O-])c1)CC(=O)N2c1ccc(F)cc1 (configuration not stated)	99	98	103	/	101	99	93	106
COc1ccc(-c2nnc(Nc3ccc(F)cc3)o2)cc1OC	94	104	111	90	105	100	110	/
Nc1[nH]nc2nc(-c3ccccc3)[nH]c(=O)c12	103	95	69	102	117	100	107	104
O=Cc1cc2c(cc1Br)OCO2	93	103	110	103	106	98	92	97
COc1ccc(-c2cc(-c3cc(OC)c(OC)c(OC)c3)c(C#N)c(=O)n2CCCCC(=O)O)cc1	103	107	80	94	112	79	114	90
CCOC(=O)c1sc(NCC(=O)Nc2ccc([N+](=O)[O-])cc2Cl)c(C(=O)OCC)c1C	111	101	96	/	107	/	111	97
NC(=O)Cc1nc(O)cc(=O)[nH]1	86	102	106	104	113	105	103	98
O=C(O)c1cccc([N+](=O)[O-])c1-c1c(C(=O)O)cccc1[N+](=O)[O-]	/	108	99	102	108	101	111	106
OC(CC(O)c1ccccc1)c1ccccc1 (configuration not stated)	91	103	104	111	102	93	104	104
COC(=O)N[C@@H](C)CNc1nccc(-c2cn(C(C)C)nc2-c2cc(Cl)cc(NS(C)(=O)=O)c2F)n1	-26*	/	25	51	-0.8*	38	1.6*	-11*
CCc1cc2c(cc1C(=O)C(C)C)C(C)(C)CCC2(C)C	/	101	104	103	108	100	94	103
O=C(Nc1ccccc1)Nc1cc(-c2ccccc2)on1	117	102	97	99	108	100	103	96
N#Cc1cnc2nc1NCCCCCCC2	106	/	109	108	111	92	102	99
CC1=CCC2C1CC=C(C)C(CC[C@H]1[C@@](C)(O)CCC3OC(C)(C)[C@H](O)CC[C@@]31C)C2(C)C (some centres not stated)	63	69	95	69	90	80	105	63
COc1ccccc1NC(=S)S	87	68	108	99	91	99	111	82

Pulled by compound from above (seven):
SMILES	UACC-257	SK-MEL-2	MDA-MB-435	SK-MEL-5	SK-MEL-28	LOX IMVI	MALME-3M	UACC-62
OC(CC(O)c1ccccc1)c1ccccc1 (configuration not stated)	91	103	104	111	102	93	104	104
COc1ccc(-c2nnc(Nc3ccc(F)cc3)o2)cc1OC	94	104	111	90	105	100	110	/
COc1ccccc1NC(=S)S	87	68	108	99	91	99	111	82
CCc1cc2c(cc1C(=O)C(C)C)C(C)(C)CCC2(C)C	/	101	104	103	108	100	94	103
COc1ccc(-c2cc(-c3cc(OC)c(OC)c(OC)c3)c(C#N)c(=O)n2CCCCC(=O)O)cc1	103	107	80	94	112	79	114	90
O=Cc1cc2c(cc1Br)OCO2	93	103	110	103	106	98	92	97
O=C1OCC2=C1C(c1cccc([N+](=O)[O-])c1)CC(=O)N2c1ccc(F)cc1 (configuration not stated)	99	98	103	/	101	99	93	106

The listing picks up, starting two compounds before the break.
SMILES	UACC-257	SK-MEL-2	MDA-MB-435	SK-MEL-5	SK-MEL-28	LOX IMVI	MALME-3M	UACC-62
CC1=CCC2C1CC=C(C)C(CC[C@H]1[C@@](C)(O)CCC3OC(C)(C)[C@H](O)CC[C@@]31C)C2(C)C (some centres not stated)	63	69	95	69	90	80	105	63
COc1ccccc1NC(=S)S	87	68	108	99	91	99	111	82
C=CC1=CC2C(O)c3ccccc3N3C(=O)COC23C(OC)=C1 (configuration not stated)	100	118	108	104	116	98	101	95
Cc1ccc(NC(=O)CCCl)cc1Cl	88	101	99	100	107	95	95	94
COc1cc(-c2noc(-c3ccccc3)n2)cc(OC)c1OC	112	102	95	97	98	90	105	81
N#Cc1ccccc1/C=N/NC1=NCCN1S(=O)(=O)c1ccc([N+](=O)[O-])cc1	96	103	105	100	/	90	104	90
CC(C)OC(=O)[C@]12CCC(C)(C)C[C@H]1C1=CC[C@@H]3[C@@]4(C)C/C(=C/c5ccco5)C(=O)C(C)(C)[C@@H]4CC[C@@]3(C)[C@]1(C)CC2	103	110	102	99	107	96	108	91
O=C(O)CN1C(=O)C2C3CCC(C3)C2C1=O (configuration not stated)	125	102	105	107	115	105	104	101
O=C(Nc1cccc(Br)c1)Oc1cccc2cccnc12	7.4*[100 µM]	86	98	101	105	102	114	98
CC(C)Cc1ccc(C[N+]23CN4CN(CN(C4)C2)C3)cc1	99	106	103	102	103	104	119	104
C=C1C(=O)O[C@@H]([C@H](C)CCCC(C)=O)[C@@H]2O[C@H]([C@@]3(C)CCC(=O)O3)C[C@@H]12	101	/	96	102	107	102	105	99
COc1ccc2cc(C3=CC(=O)CCC3)ccc2c1	97	93	93	94	115	91	114	77
COc1ccc(NC(=O)c2ccc(Cl)cc2Cl)cc1	97	106	88	92	105	98	104	96
COc1ccc(-c2ccc(-c3nc4ccccc4s3)c(=O)[nH]2)cc1	107	101	104	100	101	94	96	90
Cn1ccc2c1[C@H](c1cc3ccccc3n1C)C[C@@H]1C(=O)N(c3ccccc3)C(=O)[C@H]21	100	97	99	99	109	96	97	92
N#Cc1c(-c2ccc(F)cc2)nc(NN)nc1N1CCOCC1	97	104	100	99	107	98	114	92
S=C=Nc1ccc2ccccc2c1	100	106	101	106	111	94	102	102
O=C(S)CNC(=O)c1ccccc1	98	101	104	100	104	98	84	106
CCOC(=O)C(C#N)C(=N)C1C(=O)OC2CCCCC21 (configuration not stated)	96	119	122	108	113	95	125	107
Cc1ccc(OCC2CO2)cc1 (configuration not stated)	96	113	95	101	109	124	83	96
CO[C@H]1CC[C@@]2(C)C(=CC[C@H]3[C@@H]4CC[C@H]([C@H](C)CCCC(C)C)[C@@]4(C)CC[C@@H]32)C1	97	112	100	103	106	96	95	99
CC1(c2ccc(OC(F)F)cc2)NC(=O)N(CC(=O)NCc2ccc3c(c2)OCO3)C1=O (configuration not stated)	114	84	107	59	116	97	94	101
COc1cc(/C=C/C(=O)NCC(=O)NN=C(C)C)cc(OC)c1OC	114	107	93	101	114	99	125	112
CC1(C)C(N)=Nc2cc(OCCCCN3Cc4ccc(OCc5cn(CC(=O)N6CCC(CCN7CCCC7)CC6)nn5)cc4C3)c(OCC3CC3)cc21	118	116	112	111	113	104	96	98
Cl.Fc1c[c-]c(-c2ccccn2)c(F)c1.[Pt].c1ccc([PH+](C[PH+](c2ccccc2)c2ccccc2)c2ccccc2)cc1	-49*	-75*	-83*	-98*	-92*	-89*	-93*	-82*
COc1ccc(C(=O)O)c(O)c1OC	109	106	98	99	101	92	112	108
SCCc1ccccc1	99	106	127	106	112	100	124	109
Nc1nonc1-c1nc2ccccc2n1CC(=O)Nc1ccc2c(c1)COC2=O	90	89	5.9*	78	93	73	79	73
CCN(CC)c1ccc(-c2cc(-c3cc(OC)c(OC)c(OC)c3)nc(N3CCC(O)CC3)c2C#N)cc1	-48*	-67*	-41*	-99*	-47*	-28*	-49*	-50*
N#CC1(c2ccccc2)C(c2ccccc2)CC(=O)CC1c1ccccc1 (configuration not stated)	104	95	83	86	98	74	93	66
Cc1c(NC(=O)CCCn2c(O)c(/C=C3\C=Nc4ccccc43)sc2=S)c(=O)n(-c2ccccc2)n1C	98	101	86	78	100	93	88	79
NS(=O)(=O)c1nc2ccccc2[nH]1	74	96	108	103	107	96	107	/
CCOC(=O)C1=C(C)NC(SCc2nc(C)c(C)nc2C)N=C1c1ccc(F)cc1 (configuration not stated)	105	101	103	100	107	96	96	92
O=C(Nc1ccc(-n2cc(-c3ccncc3)c(-c3ccc(Cl)c(O)c3)n2)cc1)Nc1cccc(Cl)c1Cl	114	/	88	87	86	96	65	81
CN(C)c1cc(NC(=O)CNC(C)(C)C)c(O)c2c1C[C@H]1C[C@H]3[C@H](N(C)C)C(=O)C(C(N)=O)=C(O)[C@@]3(O)C(=O)C1=C2O	96	78	107	87	105	55	100	80
O=C(O)c1ccc(C(=O)O)nc1	96	97	101	104	110	92	/	/
CC(C)OC(=O)Nc1ccc(F)c(C(F)(F)F)c1	95	105	97	100	102	105	99	95
N#Cc1c(-c2ccccc2)cc(-c2ccccc2)n(CCCC(=O)O)c1=O	96	98	104	94	108	95	96	91
Cc1cc(=S)nc(N)[nH]1	110	106	103	103	101	98	93	101
OC1COC(O)(CNCCc2c[nH]c3ccc(OCc4ccccc4)cc23)C(O)C1O (configuration not stated)	103	99	109	93	102	90	91	92
COc1cc(F)c(-c2nc3c(C)cccc3[nH]2)c(F)c1	98	84	101	99	106	104	112	82
CC(=O)SCCC(=O)O	95	130	96	96	102	98	101	98
NC(CSC(c1ccccc1)(c1ccccc1)c1ccc(Cl)cc1)C(=O)O (configuration not stated)	/	-9.6*	-40*	11	33	36	23	7.9*
O=CN/N=C/c1ccc2c(c1)CCC2	98	100	109	98	104	85	97	78
CC(=O)Nc1c(C)nc(N)[nH]c1=O	109	94	113	/	114	103	83	104
O=[N+]([O-])c1ccccc1N=P(c1ccccc1)(c1ccccc1)c1ccccc1	/	97	101	102	101	101	100	99
Cc1cc(C(=O)NNC(=NCc2ccccc2)c2cc(C)on2)no1	101	/	112	102	129	114	115	108
O=C1c2ccccc2CCC12OC2c1cn(-c2ccccc2)nc1-c1cccc([N+](=O)[O-])c1 (configuration not stated)	99	104	96	78	91	77	108	64
Cc1ccc(N=Cc2c(-c3ccc(S(C)(=O)=O)cc3)nc3ccccn23)cc1	92	117	98	98	100	95	92	94
C#CCn1c(CO)ccc1CNc1ccccc1OC	112	113	117	104	118	/	104	104
C#CC(O)(c1ccc(Cl)cc1)c1ccc(Cl)cc1	102&96	110&105	108&102	107&96	106&97	99&92	115&98	97&102
Cc1cc(C)c(/C=C2\C(=O)Nc3ccc(NC(=O)CCCCC(=O)Nc4ccccc4N)cc32)[nH]1	90	86	104	97	115	100	/	94
CS(=O)(=O)c1cccc(-c2c(-c3cccc(OCCc4ccc(F)cc4)c3)nc3sccn23)c1	111	97	91	91	109	78	103	57
NC(N)=Nc1ccc(Oc2cccc(Nc3ccc(Br)c(C(F)(F)F)c3)c2)cn1	-28*	-45*	-89*	17	-32*	-88*	/	-77*
CC(C)(COC(=O)COc1ccc(Cl)cc1Cl)[N+](=O)[O-]	90	89	108	102	98	95	103	/
C=CC(CN1CCCCC1)OC(=O)C(c1ccccc1)c1ccccc1 (configuration not stated)	96	104	103	102	100	109	94	96
Oc1ccc(Cc2ccc(O)c(C3CC(c4ccc5c(c4)OCO5)=NN3)c2)cc1C1CC(c2ccc3c(c2)OCO3)=NN1 (configuration not stated)	98	79	56	94	89	/	/	79
N=c1c2cn[nH]c2nc2sc3cc(Cl)c(Cl)cc3n12	120	95	110	100	149	103	130	96
CN1CCN(c2ccc(C(=O)/C=C/c3ccc(Br)cc3)cc2)CC1	25	85	22	/	38	-13*	74	-9.4*

Six compounds from above, showing only SK-MEL-28 and MALME-3M:
| mol | SK-MEL-28 | MALME-3M |
| --- | --- | --- |
| Cc1cc(C)c(/C=C2\C(=O)Nc3ccc(NC(=O)CCCCC(=O)Nc4ccccc4N)cc32)[nH]1 | 115 | / |
| CS(=O)(=O)c1cccc(-c2c(-c3cccc(OCCc4ccc(F)cc4)c3)nc3sccn23)c1 | 109 | 103 |
| NC(N)=Nc1ccc(Oc2cccc(Nc3ccc(Br)c(C(F)(F)F)c3)c2)cn1 | -32* | / |
| CC(C)(COC(=O)COc1ccc(Cl)cc1Cl)[N+](=O)[O-] | 98 | 103 |
| C=CC(CN1CCCCC1)OC(=O)C(c1ccccc1)c1ccccc1 (configuration not stated) | 100 | 94 |
| Oc1ccc(Cc2ccc(O)c(C3CC(c4ccc5c(c4)OCO5)=NN3)c2)cc1C1CC(c2ccc3c(c2)OCO3)=NN1 (configuration not stated) | 89 | / |
